# Screening data from PubChem BioAssay.
# 3CLpro inhibitor: SARS-CoV 3CLpro protease inhibition | recombinant SARS-CoV 3CLpro, quenched FRET peptide cleavage | P0C6X7 | actives 0.14% (n = 290,000) | inhibition, % at 6 µM; in the data active = inhibition above about 12%
# DUSP3 inh: DUSP3 (human) phosphatase inhibition | recombinant VHR phosphatase, pNPP absorbance | inhibition, % at 13.3 µM | actives 0.52% (n = 290,000) | AID 1654; in the data active = inhibition above about 50%; note: some compounds called inactive have numbers as strong as hits
# Target sequence (P51452 whole entry, looked up): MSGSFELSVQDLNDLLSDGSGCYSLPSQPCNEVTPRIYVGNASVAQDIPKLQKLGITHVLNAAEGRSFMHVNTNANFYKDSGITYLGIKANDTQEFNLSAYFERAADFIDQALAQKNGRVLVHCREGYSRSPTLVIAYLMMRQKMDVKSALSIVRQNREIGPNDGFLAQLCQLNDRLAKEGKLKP
# PfHsp40 rescue: rescue of PfHsp40-mediated yeast toxicity | S. cerevisiae expressing PfHsp40, growth rescue, ATP luminescence | growth rescue, % at 12.5 µM | actives 0.68% (n = 340,000); in the data active = growth rescue above about 28%, passing the limit was not always enough;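 note: yeast W303a lacking pdr1 and pdr3 grown in galactose medium; growth measured after three days at 30 °C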
# TcdB GH inh: inhibitors of Clostridioides difficile toxin B glycohydrolase | P18177 | TcdB glycohydrolase enzymatic assay, plate reader | inhibition, % at 9.99 µM | actives 0.24% (n = 350,000) | AID 652162; in the data active = inhibition above about 10%
# SSB-PriA inh: inhibitors of Klebsiella pneumoniae PriA binding to SSB C-terminal tail | AlphaScreen SSBct-PriA binding, biotinylated peptide | inhibition, % at 33 µM | actives 0.6% (n = 430,000) | AID 1272365; in the data active = inhibition mostly above about 37%, no sharp cut-off; inactive = mostly below about 20%;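 note: plate controls were negative control peptide for no effect and reference peptide for full effect; strong numbers were not always called active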
# BoNT-A LC inh2: blocks Botulinum neurotoxin A light chain protease; multiplex microsphere protease substrate cleavage, flow cytometry; inhibition, % at 10 µM; actives 0.17% (n = 360,000); AID 588499; note: plate controls were buffer without enzyme for full effect and enzyme alone for no effect
# Anthrax LF inh2: blocks Bacillus anthracis lethal factor protease. P15917. multiplex microsphere protease cleavage assay, LF. inhibition, % at 10 µM. actives 0.12% (n = 360,000); note: plate controls were buffer without enzyme for full effect and enzyme alone for no effect
# Target sequence (P15917 whole entry, looked up): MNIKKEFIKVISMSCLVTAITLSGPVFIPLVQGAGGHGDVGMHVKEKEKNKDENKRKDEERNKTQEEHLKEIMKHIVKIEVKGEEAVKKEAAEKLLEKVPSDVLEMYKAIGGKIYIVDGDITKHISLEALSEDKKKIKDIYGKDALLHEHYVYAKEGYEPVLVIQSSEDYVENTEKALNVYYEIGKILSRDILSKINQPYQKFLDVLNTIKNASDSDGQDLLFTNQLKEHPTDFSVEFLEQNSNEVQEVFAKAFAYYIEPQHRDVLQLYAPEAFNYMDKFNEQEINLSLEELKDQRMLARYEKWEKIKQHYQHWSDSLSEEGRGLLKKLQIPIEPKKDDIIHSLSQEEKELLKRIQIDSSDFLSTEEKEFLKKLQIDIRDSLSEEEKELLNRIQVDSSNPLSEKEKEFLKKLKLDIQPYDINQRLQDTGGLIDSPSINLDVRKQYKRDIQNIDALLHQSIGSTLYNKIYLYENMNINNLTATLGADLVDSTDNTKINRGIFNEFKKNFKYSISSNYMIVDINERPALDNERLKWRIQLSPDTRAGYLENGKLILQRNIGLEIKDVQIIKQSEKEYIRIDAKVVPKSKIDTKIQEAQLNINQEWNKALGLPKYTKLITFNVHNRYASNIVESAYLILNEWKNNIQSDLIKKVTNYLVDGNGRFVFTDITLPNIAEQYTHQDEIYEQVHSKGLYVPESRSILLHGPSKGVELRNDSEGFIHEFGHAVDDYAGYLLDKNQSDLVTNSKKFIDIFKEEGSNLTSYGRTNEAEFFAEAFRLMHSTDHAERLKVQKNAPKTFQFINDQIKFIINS
# Y pestis TopoI: inhibitors of Yersinia pestis topoisomerase I; actives 0.064% (n = 360,000); AID 504884; Y. pestis Topo-I cleavage product accumulation, plate reader; activity, % at 10 µM; in the data active = activity above about 50%, passing the limit was not always enough; note: inactives centre near 2
# CCHF vOTU inh: blocks the CCHF virus ovarian tumor domain protease; CCHFV vOTU protease, Pep-AMC fluorescence; inhibition, % at 11.5 µM; actives 0.55% (n = 370,000); AID 651958; in the data active = inhibition above about 30%; note: 0% = vehicle wells with enzyme and 100% = no enzyme wells
# BH1578 lux ind: quorum light induction in luxS cqsA deficient V. cholerae; V. cholerae BH1578 lux reporter, luminescence, 6 h; activation, % at 18.7 µM; actives 0.16% (n = 350,000); AID 588436; in the data active = activation mostly above about 9.7%, no sharp cut-off; note: not every result past the cut was called active; inactives centre near 0; reference of the scale not given here
# An asterisk follows results filed as active; i = inactive; / = not tested or not shown; & = joins results of further samples. Cut-off read from the data, not from the text of the source, unless noted: active = inhibition above about 30%; inconclusive = no clear call, values can overlap the other calls; inactive = below that. Some of the compounds tested, so the mix of outcomes need not match the whole.
# Second line of a record: 3CLpro inhibitor	DUSP3 inh	PfHsp40 rescue	TcdB GH inh	SSB-PriA inh	BoNT-A LC inh2	Anthrax LF inh2	Y pestis TopoI	CCHF vOTU inh	BH1578 lux ind
Cc1n[nH]c(C)c1CCC(=O)N/N=C/c1cccc([N+](=O)[O-])c1
→ -2	22	6.6	-0.1	/	-1.7	-10	5	-1	-0.2
OC(COc1cccc2ccccc12)CN1CCCC1 (stereo unspecified)
→ 1	17	0.0	/	12	1.4	0	-10	-10	i
O=C(Oc1ccccc1)N1CCN(c2ccccc2F)CC1
→ 6	-22	-0.6	0.9	-22	-2.4	-1	-1	-5	-0.4
COC(=O)C(Cc1ccc(O)cc1)NC(=O)c1ccccc1 (stereo unspecified)
→ -2	21	-0.9	/	-16	0.4	-1	-4	-6	-0.4
Cc1ccc(S(=O)(=O)N2CCOCC2)cc1NC(=O)c1cccc(S(=O)(=O)N2CCCC2)c1
→ 2	19	-0.5	4.6	-6	0.8	-2	0	9	/
Cc1cc(C)nc(/N=C(\N)Nc2ccc(CC(=O)OC(C)C)cc2)n1
→ 0	11	-1.4	0.2	/	-1.4	-12	4	8	i
CCCCn1c(SCC(=O)NC2CC2)nc2cc(C(=O)OC)ccc2c1=O
→ /	/	/	0.0	/	0.3	-2	1	3	i
C[C@H]1CC[C@H]2NCCN[C@H]2C1
→ -1	32	1.4	1.9	-4	-1.5	-4	-5	-7	i
COc1ccc(/C=N/NC(=O)c2sccc2C)c2ccccc12
→ /	/	0.8	-1.3	/	-0.3	-5	-3	-13	-0.3
O=C(CNC(=S)N(Cc1ccccc1)Cc1ccccc1F)NCc1ccc(Cl)cc1
→ 3	9	2.1	-0.1	-9	-0.3	-2	14	-11	-1.5
COc1ccc(NC(=S)N2CCN(Cc3ccccc3)CC2)cc1
→ 6	36	0.2	-1.8	-16	-0.7	-1	5	3	-0.6
CCOc1c(C)cnc2c1c(=O)n(Cc1c(F)cccc1Cl)c(=O)n2C
→ -1	25	1.0	-1.5	-13	2.0	-1	-4	4	i
Cc1ccc(CC(C)(O)CC(C)(O)Cc2ccc(C)cc2)cc1 (stereo unspecified)
→ /	/	/	0.6	/	-0.9	0	26	15	-0.7
CCOCCCNC(=O)N[C@@H](Cc1ccccc1)C(=O)OC
→ 2	-25	-1.7	/	-10	0.2	0	7	-9	i
CCCOc1ccc(C(C)=O)cc1CN1CCOCC1
→ -5	7	1.6	0.0	-9	-0.1	0	-1	-12	i
CCOC(=O)C1(Cc2ccccc2C)CCCN(S(=O)(=O)c2cccnc2)C1 (stereo unspecified)
→ 0	21	-0.9	3.3	-8	-0.5	0	8	-9	/
S=C(NCc1ccccc1)N1CCN(c2cccc(Cl)c2)CC1
→ 3	9	13	-1.9	-16	-1.0	-3	5	0	-0.3
CC(=O)SC1CC2=CC(=O)CCC2(C)C2CCC3(C)C(CCC34CCC(=O)O4)C12 (stereo unspecified)
→ -1	30	0.1	0.6	-3	0.2	-5	10	10	0.6
C=CCN(CC=C)S(=O)(=O)c1ccc(NC(=O)COc2ccccc2OC)cc1
→ 8	20	3.6	/	-24	0.4	-1	-11	2	-0.1
CCOC(=O)C1(S(=O)(=O)c2ccccc2)CCN(Cc2ccccc2)CC1
→ 2	10	-1.6	/	-20	-2.9	2	-8	5	1.7
Cc1noc(NS(=O)(=O)c2ccc(NC(=O)CC34CC5CC(CC(Br)(C5)C3)C4)cc2)c1C
→ 2	27	-2.2	/	-16	0.9	-4	14	1	-2.1
Cc1cc(=O)[nH]c2c1c(=O)[nH]n2C1CC(C)N(C)CC1C (stereo unspecified)
→ 1	3	0.7	/	-8	1.0	6	7	4	/
CCCCCNc1nc(N2CCCC2)c2c(c1C#N)CCN(C)C2
→ 1	28	-0.5	/	2	0.3	-2	22	25	i
Cc1noc(C)c1C(=O)OCC(=O)Nc1ccc(C(N)=O)cc1
→ 2	16	-0.2	-0.1	-12	-0.5	-1	-4	-9	-0.2
Cc1ccc(S(=O)(=O)NCC(=O)N(CC(=O)NCC2CCCO2)Cc2ccc(Cl)cc2)cc1 (stereo unspecified)
→ -3	36	-1.1	-7.2	-4	-2.0	5	5	-8	0.4
Cc1ccc(S(=O)(=O)NCCC(=O)Nc2ccc3c(c2)OCO3)cc1
→ -1	21	-0.2	/	-10	-0.6	4	-4	-2	i
CS(=O)(=O)c1[nH]nc(-c2ccccc2Cl)c1C#N
→ 0	12	/	2.9	-8	/	/	-4	-7	-0.9
CCCCOc1nc2ccccc2nc1C(C#N)C(=O)NC1CCCCC1 (stereo unspecified)
→ 10	-6	-1.0	/	4	3.1	4	-2	7	i
CCOC(=O)c1c(NC(C)=O)sc2c1C1CCN2CC1
→ -2	/	-1.4	/	4	-0.7	-2	7	10	i
CC(C)Oc1ccc(C2CC(=O)NC3=C2C(=O)CCC3)cc1 (stereo unspecified)
→ 2	3	1.3	/	-17	-0.5	3	2	12	-3.0

# Continuation.
compound	3CLpro inhibitor	DUSP3 inh	PfHsp40 rescue	TcdB GH inh	SSB-PriA inh	BoNT-A LC inh2	Anthrax LF inh2	Y pestis TopoI	CCHF vOTU inh	BH1578 lux ind
Cc1ccc(CNC(=O)CCSCc2ccccc2C)cc1	1	10	4.4	1.4	-11	0.1	-3	31	-8	1.6
CCN(CC)C(=S)Nc1ccc2nc3n(c(=O)c2c1)CCCCC3	1	19	-1.2	2.4	13	-0.4	0	4	-2	-3.3
CCN1C(=S)N[C@@H](c2cccs2)C(C(=O)OC)=C1C	-5	9	-0.4	0.5	3	-0.3	-2	9	5	-0.5
Cc1noc(C)c1-c1ccc(C(=O)NCCc2ccccc2)c2occc12	/	/	/	0.6	/	-0.2	-5	33	-1	-0.7
COCCCn1c(=N)c(C(=O)NCC2CCCO2)cc2c(=O)n3ccccc3nc21 (stereo unspecified)	1	4	-0.4	/	1	0.3	-10	2	-148	i
CCOc1ccccc1NC(=O)CN1C(=O)C(C)SC(C)C1=O (stereo unspecified)	-4	6	-1.1	0.9	-4	-0.5	-1	5	-3	i
CC(=NCCCn1ccnc1)c1c(O)n(Cc2ccccc2)c(=O)[nH]c1=O	6	32	-0.7	/	-3	4.2	-13	-6	-2	i
Cc1nc2ccccc2n1Cc1ccc(Br)cc1	/	/	0.4	3.9	0	1.4	8	3	-8	-0.1

# Whole records, looked up by structure. Screens in order: 3CLpro inhibitor, DUSP3 inh, PfHsp40 rescue, TcdB GH inh, SSB-PriA inh, BoNT-A LC inh2, Anthrax LF inh2, Y pestis TopoI, CCHF vOTU inh, BH1578 lux ind
# `Cc1noc(C)c1-c1ccc(C(=O)NCCc2ccccc2)c2occc12` as listed: /, /, /, 0.6, /, -0.2, -5, 33, -1, -0.7
# `COCCCn1c(=N)c(C(=O)NCC2CCCO2)cc2c(=O)n3ccccc3nc21` (stereo unspecified) as listed: 1, 4, -0.4, /, 1, 0.3, -10, 2, -148, i
# `CCOc1ccccc1NC(=O)CN1C(=O)C(C)SC(C)C1=O` (stereo unspecified) as listed: -4, 6, -1.1, 0.9, -4, -0.5, -1, 5, -3, i
# `CCN1C(=S)N[C@@H](c2cccs2)C(C(=O)OC)=C1C` as listed: -5, 9, -0.4, 0.5, 3, -0.3, -2, 9, 5, -0.5

# Further structures
compound	3CLpro inhibitor	DUSP3 inh	PfHsp40 rescue	TcdB GH inh	SSB-PriA inh	BoNT-A LC inh2	Anthrax LF inh2	Y pestis TopoI	CCHF vOTU inh	BH1578 lux ind
CC1C(c2ccccc2)OCCN1C=NC#N (stereo unspecified)	/	/	/	3.0	/	0.0	-2	3	5	-0.2
COc1ccc2[nH]c(=O)c(CN(C(C)=O)c3cc(C)ccc3C)cc2c1	/	/	/	-0.1	/	-0.2	-2	0	-17	i
Cc1ccc(S(=O)(=O)N2CCOCC2)cc1NC(=O)CSc1nnnn1C1CCCC1	/	/	0.8	2.8	-9	-3.4	-8	-1	-7	-3.1
O=C([C@@H]1CCCN1C1=NS(=O)(=O)c2ccccc21)N1CCN(c2ccccc2)CC1	/	/	/	0.6	/	0.3	-2	6	-7	-5.8
COc1ccc(Nc2nc3ccc(C)cc3cc2C#N)c(OC)c1	-6	-6	-0.1	-4.2	-6	1.6	-1	-6	5	-0.2
COc1ccc(-c2noc(CCC(=O)N3CCN(c4cccc(C(F)(F)F)c4)CC3)n2)cc1	0	29	0.1	/	-8	1.1	-1	-5	14	25*
CSCCC(NC(=O)c1ccccc1Cl)C(=O)NCCOc1ccc(C)cc1 (stereo unspecified)	/	/	/	0.2	/	0.3	2	13	2	-1.2
O=C(O)c1ccccc1Nc1cccc(C(F)(F)F)c1	11	16	2.9&1.4	0.7	1&0	-1.1	-5	-5	0	-1.4&0.7
CC(C)C[C@H]1CN=C(Nc2ccccc2)N1CCc1cccc(F)c1	/	/	-0.3	/	-19	-0.5	-10	3	/	i
CN1CCN(S(=O)(=O)c2ccc(N3CCN(c4ccccc4Cl)CC3)nc2)CC1	/	/	0.1	0.9	0	-1.3	1	1	7	-0.3
O=C(O)c1ccccc1N=Cc1c(O)n(-c2nccs2)c(=O)c2ccccc12	4	14	-1.4	-0.5	-2	-0.9	-2	0	-3	-0.8
CCOCCCN(C(=O)CCC(=O)Nc1cc(C)on1)C(C(=O)NC(C)(C)CC)c1cccc(OC)c1OC (stereo unspecified)	-7	1	0.2	-0.1	1	-0.9	4	24	-8	-2.3
NC(=O)c1nsc(C(=O)N(Cc2ccccc2Cl)C(C(=O)NCC2CCCO2)c2ccc(O)cc2)c1N (stereo unspecified)	-2	34	0.3	0.3	5	-2.2	-2	12	5	-0.3
O=C(NCCCn1ccnc1)c1cccc(S(=O)(=O)Nc2ccc(Br)cc2)c1	/	/	-0.7	-3.9	7	2.0	-2	-11	-8	i
CC(C)NC(=O)CSc1nnc(-c2ccncc2)n1-c1ccccc1	0	-2	-0.6	/	-3	-0.1	3	-7	3	-7.7
COc1cccc(CNC(=O)C2CCN(c3cnccn3)CC2)c1	5	22	-1.7	/	0	-0.6	-6	1	0	-0.3
Cc1ccc(C(=O)OCC(=O)c2c[nH]c3ccccc23)cc1S(=O)(=O)N1CCCCC1	-4	-7	0.6	/	-24	2.1	-1	2	-2	-1.6
CCCNC(=O)c1ccc(COc2cccc3ccccc23)o1	1	29	2.3	0.7	-7	-2.4	-13	36	-6	-0.5
COC(=O)C1C/C(=N\NS(=O)(=O)c2ccc(C)cc2)c2sccc2C1 (stereo unspecified)	7	4	0.6	/	/	-0.4	-1	-4	-14	i
Cc1ccc(S(=O)(=O)N2CCN(C(=O)COC(=O)C3CC3C)CC2)c(C)c1 (stereo unspecified)	/	/	12	1.7	1	-0.2	-6	-4	-7	7.1
COc1cc(C#Cc2c(-c3ccccc3)n(C)c3ccccc23)cc(OC)c1	-2	28	-1.1	-0.6	-7	0.6	-8	-10	-14	i
O=C1c2ccccc2C(=O)N1CCc1c[nH]c2ccccc12	3	-10	-1.2	0.7	-4	-2.2	-4	3	-10	-1.6
O=C(CSc1nc2c(sc3ccccc32)c(=O)n1CCCN1CCOCC1)NC1CCCC1	-1	26	-0.8	/	-10	1.8	5	18	0	/
